Assay outcomes: PubChem BioAssay, NCI
All columns: NCI-60 one-dose screen, growth in % after 48 h at 10 µM unless noted; 100 = growth as untreated, 0 = no growth, -100 = all killed.
NCI-H226 – NCI-H226 lung cancer; 79,000 compounds, 3.5% hits
COLO 205 – COLO 205 colon cancer | AID 1794742 | 79,000 compounds, 7.3% hits
NCI-H23 – NCI-H23 lung cancer | 80,000 compounds, 4% hits | AID 1794731
NCI-H522 – NCI-H522 lung cancer. 78,000 compounds, 8% hits. AID 1794739
HCT-15 – HCT-15 colon cancer; 82,000 compounds, 5.2% hits; AID 1794746
NCI/ADR-RES – NCI/ADR-RES ovarian cells | 81,000 compounds, 4.4% hits | AID 1794790
HCT-116 – HCT-116 colon cancer | AID 1794798 | 82,000 compounds, 7.3% hits
NCI-H322M – NCI-H322M lung cancer | 80,000 compounds, 2.7% hits
NCI-H460 – NCI-H460 lung cancer | AID 1794736 | 82,000 compounds, 6.8% hits
An asterisk follows results filed as active; . = no result given. Rule for the calls: active = growth percent below 10; inactive = the rest. Compounds were not picked by outcome; 13% or so of the library scored in one or more.

SMILES	NCI-H226	COLO 205	NCI-H23	NCI-H522	HCT-15	NCI/ADR-RES	HCT-116	NCI-H322M	NCI-H460
O=C(CN1CCCC1)Nc1nc(-c2ccc(Cl)cc2)cs1	91	101	94	.	93	89	95	77	105
Cn1c(=S)c2[nH]c(SCCN)nc2n(C)c1=O	117	109	96	81	104	107	109	129	116
O=c1n(Cc2ccc(Cn3cnn(-c4ccccc4)c3=O)cc2)cnn1-c1ccccc1	81	.	96	72	91	100	93	96	103
CC1=CC(=O)C(CN(C)C)(CN(C)C)C(C)(C)C1	109	108	93	64	84	96	77	97	110
CCCCC1COc2cccc3c2N1C=C/C3=C\C(=O)n1ccc2ccccc21 (stereo not given)	84	91	76	56	48	67	58	96	88
OCC1(CO)CCCC(CO)(CO)C1O	.	108	95	110	107	106	103	101	110
O=C1C(Cl)=C(NCCc2ccccc2)C(=O)c2ccccc21	106	65	88	80	62	102	55	93	59
COc1ccc(C(=O)c2cc(OC)c(OC)c(OC)c2OC)cc1O	87	86	44	-0.1*	30	-8.8*	18	55	14
COc1ccc(C2CCCCC2)cc1	103	102	104	.	107	110	108	100	105
CC(=O)OC(C)C(=O)NCC(C)O (stereo not given)	.	107	100	109	100	106	95	91	98
CSc1ccc(/C(=N/N=C(N)N)c2ccccc2)cc1	51	0.5*	29	12	12	40	13	51	6.5*
CC1(C)O[C@@H]2CC3C4C[C@H](F)C5=CC(=O)CC[C@]5(C)C4[C@@H](O)C[C@]3(C)[C@]2(C(=O)CO)O1 (stereo not given in full)	81	104	100	104	106	84	109	110	91
O=C(NCCNc1nccc(-n2ccc3cccnc32)n1)c1c(F)cccc1F	97	115	107	108	104	106	102	106	102
C1CN(CSCN2CCOCC2)CCO1	125	98	100	77	104	107	97	94	105
O=C(O)c1cccc([N+](=O)[O-])c1Br	98	109	97	98	115	101	104	105	102
Nc1ncnc2c1C(c1ccc(F)cc1)c1sc3c(F)cccc3c1O2 (stereo not given)	72	100	88	86	94	95	101	87	89
COc1cc([C@@H]2c3cc4c(cc3[C@H](O)[C@H]3COC(=O)[C@H]23)OCO4)cc(OC)c1OC	-9.8*	-58*	13	.	10	4.7*	2.8*	.	9.2*
C[C@]12CC(=O)C[C@@H]1C[C@H]1CC[C@]3(C)CC4(C[C@H]3C[C@H]1C2)SCCS4(=O)=O (stereo not given in full)	78	102	89	68	80	95	88	94	99
OC(CNC1CCCC1)Cn1c2ccccc2c2ccccc21 (stereo not given)	100	-66*	31	28	-38*	15	-37*	51	8.5*
COC(=O)C1=CC=COc2oc3cc(C)cc(O)c3c(=O)c21	107	101	93	63	105	95	95	93	104
C[C@]1(CCC(=O)O)C(=O)CC[C@@H]2[C@@H]1CC[C@@]1(C)[C@H]2CC[C@]1(C)O	109	96	101	.	112	111	113	128	116
CCCn1c(O)c(N=Nc2nc(-c3cc4ccccc4oc3=O)cs2)c2cc(Br)ccc21	94	139	95	93	90	95	101	102	110
NS(=O)(=O)c1ccc(CCN=Cc2c[nH]c3ccccc23)cc1	96	109	96	97	101	98	101	99	102
CN(N=O)c1ccc(/C=C2\C=Cc3ccccc32)cc1	103	115	99	104	86	100	100	99	102
Cc1nc(C(Cl)Cl)nc2cc(-c3ccccc3)nn12	96	107	96	88	100	99	87	60	83
SMILES	NCI-H226	COLO 205	NCI-H23	NCI-H522	HCT-15	NCI/ADR-RES	HCT-116	NCI-H322M	NCI-H460
COc1ccc2c(c1)OC(N(C(C)=O)C(C)=O)=C(C#N)C2c1ccc(F)cc1 (stereo not given)	75	30	51	-5.3*	25	31	25	49	16
O=C1/C(=C/c2ccccc2O)COc2ccc(-c3ccccc3)cc21	90	119	85	98	102	90	86	103	109
CC(=O)Nc1ccc(C(=O)/C=C/c2ccc(N(C)CCOS(=O)(=O)c3ccc(C)cc3)cc2)c(O)c1	90	104	83	51	67	81	69	89	81
C=CCn1c(SCC(=O)c2ccc(Cl)cc2)nnc1-c1c[nH]c2ccccc12	90	111	.	92	94	102	93	102	103
Cc1c(C(=O)N[C@@H](Cc2ccccc2)C(=O)C(=O)NCCc2ccccc2)[nH]c2ccccc2c1=O	101	31	94	98	102	100	106	96	87
CN(/N=C/c1ccc2c(c1)OCO2)C(=O)c1ccccc1N	.	113	102	114	102	111	97	115	106
CC(C)(C)c1nn(-c2ccccc2)c2c1C(=O)CSC(c1ccccc1Cl)N2 (stereo not given)	36	2.2*	38	12	25	0.1*	16	35	22
CCO/C=N/C1=C(C#N)C(c2ccc(Cl)cc2)c2c(c3cc(Cl)ccc3[nH]c2=O)O1 (stereo not given)	82	99	87	79	83	98	87	98	97
O=[N+]([O-])c1cccc(Oc2ncccc2[N+](=O)[O-])c1	105	111	111	85	113	113	125	120	122
O=c1nc(SCc2ccc3sccc3c2)nc(SCc2ccc(C(F)(F)F)cc2)[nH]1	73	97	.	55	36	85	49	113	69
CSS(=O)(=O)c1ccc(C)cc1	99	93	96	80	94	101	100	100	99
O=C1c2ccccc2-c2c1c1cccnc1c(=O)n2C[C@H](O)CO	79	54	57	44	63	88	39	.	15
NCc1nnnn1-c1cccc(Br)c1	101	112	96	87	100	97	91	96	107
Cc1nnc(NS(=O)(=O)c2ccc(N=Nc3cc(N=Nc4ccccc4)c(N)nc3N)cc2)s1	92	91	90	70	87	93	91	81	100
O=c1nc(NC(=S)Nc2ccn([C@H]3CC[C@@H](CO)O3)c(=O)n2)ccn1[C@H]1CC[C@@H](CO)O1	95	106	111	92	108	94	84	109	107
CC12CCC3C(C(O)CC4=CC(=O)CCC43C)C1CCC(=O)O2 (stereo not given)	95	105	102	93	98	108	110	113	128
CC(=O)Nc1ccc(C)c(NC(C)=O)c1	103	117	105	88	111	112	107	110	114
CCC1C[N+]2=C(c3cc(OC)c(OC)cc3CC2)c2c1cc1n2CCc2cc(OC)c(OC)cc2-1 (stereo not given)	66	-35*	43	17	88	101	40	99	22
Cc1ccc(S(=O)(=O)C/C(=N\NC(=O)c2ccc(S(N)(=O)=O)cc2)c2cc3cc(Br)ccc3o2)cc1	.	.	101	88	105	104	102	101	99
Cc1ccc(C(=O)NN2C(=O)CSC2c2cccc(Cl)c2)cn1 (stereo not given)	88	102	97	63	103	97	102	131	104
O=S(CCc1ccccc1)Nc1ccccc1 (stereo not given)	107	109	101	81	110	103	94	97	96
CC1(C)CC(N2CCOCC2)=CC(=S)N1	105	106	100	.	98	105	112	103	109
COc1ccc2[nH]c(C(=O)OCc3ccc4c(Br)cc(Br)c(O)c4n3)cc2c1	-65*	-80*	-62*	-68*	-62*	-31*	-75*	43	-75*
O=C1C=C(C(O)c2ccccc2)C(=O)c2ccccc21 (stereo not given)	110	120	87	.	90	97	63	91	98
COc1cc(/C(=C2/O[C@@H]([C@H]3COC(C)(C)O3)[C@H]3OC(C)(C)O[C@@H]23)c2ccc3ccccc3c2)cc(OC)c1OC	67	67	46	8.1*	60	26	-56*	55	43

A stretch from the list above, for reference:
SMILES	NCI-H226	COLO 205	NCI-H23	NCI-H522	HCT-15	NCI/ADR-RES	HCT-116	NCI-H322M	NCI-H460
COc1ccc2c(c1)OC(N(C(C)=O)C(C)=O)=C(C#N)C2c1ccc(F)cc1 (stereo not given)	75	30	51	-5.3*	25	31	25	49	16
O=C1/C(=C/c2ccccc2O)COc2ccc(-c3ccccc3)cc21	90	119	85	98	102	90	86	103	109

Full records, looked up by structure:
Listed for O=S(CCc1ccccc1)Nc1ccccc1 (stereo not given) : NCI-H226: 107; COLO 205: 109; NCI-H23: 101; NCI-H522: 81; HCT-15: 110; NCI/ADR-RES: 103; HCT-116: 94; NCI-H322M: 97; NCI-H460: 96
Listed for C=CCn1c(SCC(=O)c2ccc(Cl)cc2)nnc1-c1c[nH]c2ccccc12 : NCI-H226: 90; COLO 205: 111; NCI-H23: .; NCI-H522: 92; HCT-15: 94; NCI/ADR-RES: 102; HCT-116: 93; NCI-H322M: 102; NCI-H460: 103
Listed for CC(C)(C)c1nn(-c2ccccc2)c2c1C(=O)CSC(c1ccccc1Cl)N2 (stereo not given) : NCI-H226: 36; COLO 205: 2.2*; NCI-H23: 38; NCI-H522: 12; HCT-15: 25; NCI/ADR-RES: 0.1*; HCT-116: 16; NCI-H322M: 35; NCI-H460: 22

The results go on.
SMILES	NCI-H226	COLO 205	NCI-H23	NCI-H522	HCT-15	NCI/ADR-RES	HCT-116	NCI-H322M	NCI-H460
COc1cc(/C=C/C(=O)/C=C(O)/C=C/c2ccc(OC(=O)C(C)c3ccc(CC(C)C)cc3)c(OC)c2)ccc1O (stereo not given)	103	108	93	71	88	97	22	96	102
CN(C)c1ccc(N2Cc3ccccc3OC3=C2C(=O)c2c(O)ccc(O)c2C3=O)cn1	6.2*	-82*	-37*	-54*	-64*	3.5*	-87*	-7.8*	1.5*
COC(=O)CC[C@H](C)[C@H]1CC[C@H]2[C@@H]3CC[C@@H]4C(c5nc6ncccc6[nH]5)=C(Cl)CC[C@]4(C)[C@H]3CC(=O)[C@]12C	81	91	88	75	51	68	51	100	101
Cc1ccc(-n2nc3n(/c2=N\C(=O)NS(=O)(=O)c2ccc(C)cc2)CCN3C2=NCCN2)cc1	95	115	106	89	105	105	87	105	106
COc1ccc(Nc2nn3c(C)cc(C)nc3c2C(N)=O)c(OC)c1	102	110	102	77	101	104	99	91	97
C1CSCC2(COC2)CS1	106	111	95	102	104	102	105	109	105
CN(C)C(=O)OCCOc1c(Cl)cc(Cl)c(Cl)c1[N+](=O)[O-]	77	135	83	86	104	93	85	105	104
O=C(Nc1ccccc1S)c1ccc(-n2nc(-c3ccccc3)c3ccccc32)cc1	108	116	100	97	100	102	104	105	99
Nc1nc(-c2ccccn2)cc(-c2cc(-c3ccccn3)nc(N)n2)n1	96	118	103	107	97	107	111	94	134
O=C(c1c(F)c(F)c(F)c(F)c1F)n1ccnc1	96	113	106	94	101	108	105	100	118
COc1ccc(C2=C(c3ccc(OC)cc3)C3(c4ccccc4)C(=O)C2(c2ccccc2)C2C(=O)N(c4ccc(C)cc4)C(=O)C23)cc1 (stereo not given)	90	107	92	86	97	.	101	106	101
CC(C)(C)S/C(Nc1ccccc1)=C(\C#N)C(=O)Nc1ccccc1	89	102	100	80	101	100	95	101	103
CC(=O)C(N=Nc1ccc(C(c2ccc(N=NC(C(C)=O)C(C)=O)cc2)(c2ccc(N=NC(C(C)=O)C(C)=O)cc2)c2ccc(N=NC(C(C)=O)C(C)=O)cc2)cc1)C(C)=O (stereo not given)	87	109	93	88	102	92	88	102	100
O=c1cccn[nH]1	103	109	105	94	101	108	101	102	108
CCC(C)NC(=O)c1ccc(Cl)cc1Cl (stereo not given)	89	106	114	96	106	115	100	110	108
COc1ccc(C(O)c2cc3c(N)c(C(=O)Nc4ccccc4)sc3nc2C)cc1 (stereo not given)	51	-59*	30	-56*	9.9*	14	6.9*	35	3.3*
CC1=C(CCN2CCOCC2)C(=O)N2N=C(c3ccccc3)OC2N1 (stereo not given)	89	112	99	96	89	105	97	98	103
CC(=O)[C@H]1CCC(=O)[C@]23CC(=O)[C@@H]4CC=CC[C@]4(C)[C@H]2CC[C@]13C	99	114	103	85	98	103	96	96	102
CCOC(=O)c1c2c(c(C)n1Cc1ccccc1)-c1nc(N)ncc1CC2	84	131	94	97	99	101	91	95	102
Cc1cc(Cl)ccc1Nc1nc(C(F)(F)F)ccc1C(=O)N/N=C/c1c(Cl)cccc1Cl	7.4*	-53*	19	-17*	9.1*	12	1.5*	.	1.3*
COC(=O)C(C(=O)Cc1ccccc1[N+](=O)[O-])C(=O)OC	84	97	91	91	103	94	92	102	100
O=C(CCOCCNC(=O)COc1ccc2c(c1)OCC(c1ccc(F)cc1)C2=O)NCCCC(O)(P(=O)(O)O)P(=O)(O)O (stereo not given)	106	112	98	95	99	107	101	102	108
CC(C)N(CCOC(=O)c1ccc([N+](=O)[O-])cc1)CCOC(=O)c1ccc([N+](=O)[O-])cc1	95	101	111	91	100	107	92	94	102
CC1=N/C(=N\c2nc3cc(C)c(C)cc3[nH]2)NC(=O)CC1	90	110	94	86	99	103	91	90	98
O=C(CCCCN1CCOCC1)Nc1ccc(Cn2nnc3c2C(=O)c2nnn(Cc4ccc(NC(=O)CCCCN5CCOCC5)cc4)c2C3=O)cc1	-52*	-79*	-18*	-68*	-37*	11	-91*	-89*	-40*
SMILES	NCI-H226	COLO 205	NCI-H23	NCI-H522	HCT-15	NCI/ADR-RES	HCT-116	NCI-H322M	NCI-H460
O=C(CN1CCN(Cc2ccc(Br)cc2)CC1)Nc1nc(-c2cc3ccccc3oc2=O)cs1	87	112	73	78	90	85	80	96	90
C/C(=N/Nc1ccc([N+](=O)[O-])cc1[N+](=O)[O-])c1ccccc1	107	102	102	.	109	115	104	101	99
COc1cc(CCN=Cc2ccccc2O)c([N+](=O)[O-])cc1OC	104	110	100	.	92	103	95	101	108
Cc1ccc(/C=C2\SC(=S)N(CCC(=O)Nc3ncc(Cc4ccc(Cl)cc4)s3)C2=O)cc1	.	113	100	98	103	108	110	106	105
CCOC(=O)c1c[nH][nH]c1=O	101	124	93	103	103	98	102	122	106
OC(c1cc(-c2ccccc2)nc2ccc(Cl)cc12)C1CCCCN1 (stereo not given)	71	-61*	67	60	-12*	68	33	42	-17*
COc1ccc(NCc2cccn2Cc2cccc3ccccc23)cc1	85	116	98	83	94	100	83	89	99
S=C(Cc1cccnc1)N1CCOCC1	98	98	94	74	106	89	95	103	97
COc1ccc(Cn2c(=O)[nH]c(=O)n(Cc3ccc(Cl)cc3)c2=O)cc1	104	116	109	86	100	110	100	97	106

Quoted from the listing.
Reading for O=C(CN1CCN(Cc2ccc(Br)cc2)CC1)Nc1nc(-c2cc3ccccc3oc2=O)cs1 under NCI-H322M: 96
Reading for C/C(=N/Nc1ccc([N+](=O)[O-])cc1[N+](=O)[O-])c1ccccc1 under COLO 205: 102
Reading for COc1ccc(Cn2c(=O)[nH]c(=O)n(Cc3ccc(Cl)cc3)c2=O)cc1 under HCT-116: 100
